Screening results (PubChem BioAssay)
Smad3 FoxH1 inh = Smad3/FoxH1 peptide binding inhibitors, primary screen, biochemical, TR-FRET | 88,000 compounds, 0.29% hits | TR-FRET Smad3/Dy647-FoxH1 peptide binding, europium anti-His | Mothers against decapentaplegic homolog 3 (Homo sapiens), P84022 | AID 630, 2007 | inhibition, % at 25 µM;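 active = compounds that reduce the energy-transfer binding signal between the protein and its labelled peptide by more than half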;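 also: 0% = Smad3 plus labelled peptide maximal FRET and 100% = peptide-only background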
H69AR inhibit = proliferation blockers of H69AR lung cancer cells, primary screen, cell-based, human, 86K library; H69AR lung tumor viability, ATP luminescence, 72 h; active compounds read low; viability, % at 10 µM; 85,000 compounds, 6% hits; AID 598, 2007;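 active = viability at or below 40%; inactive = viability above 40%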;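 also: multidrug resistant small cell line overexpressing MRP-1 efflux transporter; 100% = mean luminescence of untreated control wells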
HUVEC tox IL1B = cytotoxicity in IL-1B stimulated HUVEC, primary screen, cytotoxicity control for IL-1B NFkB translocation project, imaging, Hoechst nuclear count, IL-1B stimulus | HUVEC cell count loss | cell count reduction, % at 2 µM | 94,000 compounds, 0.41% hits;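 active = cell count reduction more than 3 SD above the screen-wide mean, cut at about 70% in these data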;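 also: normalized per plate to untreated control cells as the no-loss baseline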
VCAM1 TNFa inh = inhibitors of TNFa-induced VCAM1 expression, primary screen, imaging, HUVEC, TNFa stimulus, immunofluorescence; HUVEC TNFa-induced VCAM-1 immunofluorescence, high-content imaging; inhibition, % at 2 µM; AID 802, 2007; 95,000 compounds, 0.48% hits;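 active = inhibition above the batch mean plus 3 SD, with images confirmed as a hit by eye, cut at about 37% in these data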;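 also: 0% = TNF-stimulated DMSO wells and 100% = unstimulated control wells; not every result past the cut was called active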
PTK2B oligo ant = antagonists of Pyk2 self-association, primary screen, Q293 cells, FERM NanoBiT luminescence, HTS; Protein-tyrosine kinase 2-beta (Homo sapiens), Q14289; active compounds read low; z-score (the deposit names both 25 µM and 10 µM); 99,000 compounds, 0.83% hits; AID 1347419, 2020;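 active = Z-score of -3 or lower, scaled per plate to the spread of control and sample wells; inactive = z-score above -3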;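 also: negative z-score means lost luminescence so less FERM oligomerization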
Target sequence (Q14289 whole entry, looked up): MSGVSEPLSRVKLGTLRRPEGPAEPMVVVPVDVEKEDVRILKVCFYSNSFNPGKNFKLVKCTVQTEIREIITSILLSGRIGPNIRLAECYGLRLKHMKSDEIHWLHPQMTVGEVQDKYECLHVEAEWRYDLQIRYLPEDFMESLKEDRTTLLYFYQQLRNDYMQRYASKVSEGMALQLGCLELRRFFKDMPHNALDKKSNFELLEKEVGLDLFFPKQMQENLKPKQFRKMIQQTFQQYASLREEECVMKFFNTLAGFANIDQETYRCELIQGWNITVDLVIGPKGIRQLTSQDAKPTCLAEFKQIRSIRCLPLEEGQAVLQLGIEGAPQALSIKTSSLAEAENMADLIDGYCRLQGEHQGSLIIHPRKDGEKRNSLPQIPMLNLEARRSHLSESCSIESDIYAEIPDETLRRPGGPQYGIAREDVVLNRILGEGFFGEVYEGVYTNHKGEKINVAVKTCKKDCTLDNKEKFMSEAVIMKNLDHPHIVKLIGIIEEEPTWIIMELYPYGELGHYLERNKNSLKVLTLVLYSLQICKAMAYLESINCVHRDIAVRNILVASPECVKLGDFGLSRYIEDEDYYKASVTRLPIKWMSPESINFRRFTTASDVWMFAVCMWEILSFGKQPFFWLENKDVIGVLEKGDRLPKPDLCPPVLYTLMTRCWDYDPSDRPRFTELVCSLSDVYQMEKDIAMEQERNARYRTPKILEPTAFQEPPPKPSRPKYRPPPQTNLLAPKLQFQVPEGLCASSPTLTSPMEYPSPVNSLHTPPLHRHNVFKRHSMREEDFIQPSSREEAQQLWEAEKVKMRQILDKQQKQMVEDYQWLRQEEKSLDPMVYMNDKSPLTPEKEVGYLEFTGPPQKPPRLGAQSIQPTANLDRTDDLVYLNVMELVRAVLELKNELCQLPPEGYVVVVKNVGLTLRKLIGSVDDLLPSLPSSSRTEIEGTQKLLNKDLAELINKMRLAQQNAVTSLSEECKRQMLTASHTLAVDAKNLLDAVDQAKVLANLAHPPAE
HUVEC prolif 384 = inhibitors of HUVEC proliferation, primary screen, cell-based, 384-well. CellTiter-Glo luminescence, 72 h; active compounds read low. viability, % at 10 µM (by protocol). 86,000 compounds, 1.1% hits. AID 648, 2007;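 active = viability at or below 30%; inactive = viability above 30%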;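 also: 100% = median luminescence of DMSO-only cell control wells on each plate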
HUVEC tox TNFa = cytotoxicity in TNFa-stimulated HUVEC, primary screen, cytotoxicity control for VCAM1 expression modulator project, imaging, Hoechst nuclei count; cell count reduction, % at 2 µM; 93,000 compounds, 0.17% hits; HUVEC TNFalpha-stimulated, Hoechst cell count; AID 848, 2007;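 active = cell count reduction exceeding the screen mean by over 5 SD, scaled to untreated wells per plate, cut at about 78% in these data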;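 also: cells counted after 24 h of TNF alpha exposure following the 1 h pretreatment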
Lung fibro prol = antiproliferative effect on LL 47 fibroblasts – human, LL 47 cells, CellTiter-Glo luminescence, primary screen. viability, % at 10 µM. LL 47 human lung fibroblast viability, ATP luminescence; active compounds read low. 85,000 compounds, 1.1% hits;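 active = viability at or below 50% in the single dose screen; inactive = viability above 50%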;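 also: compound exposure lasted 72 h before the ATP readout; 100% = median luminescence of untreated cell-only wells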
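Material: human LL 47 lung fibroblast cells; quantity: 1,150 cells/well; medium: IMEM plus 15% FBS; doses: 0.1% DMSO in all compound wells; timing: overnight attachment after seeding, then 72 h compound exposure at 37 °C; detection: CellTiter-Glo luminescence; measure: % viability of median cell-only signal; controls: cell-only wells, no compound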
cytoskel mod = modifiers of F-actin cytoskeleton organization, primary screen, imaging, HUVEC, phalloidin staining, high-content imaging | inhibition, % at 2 µM | 91,000 compounds, 0.18% hits | HUVEC TNFa F-actin phalloidin imaging | AID 836, 2007;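 active = inhibition above the batch mean plus 3 SD and confirmed as a hit by visual image inspection, cut at about 30% in these data, passing the limit was not always enough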; also: strong numbers were not always called active
Active calls of the source: *; / = no result given; [ ] = another dose, or the depositor's remark. This is a subset (hit frequency here may not be typical).

1	O=C(Nc1ccc2oc(-c3ccccc3F)nc2c1)c1cncc(Br)c1
2	Cc1cc(C)n(-c2nc3ccccc3nc2N2CCCCCC2)n1
3	CCCCCNC(=O)c1ccc2c(=O)n(CCOC)c(=O)[nH]c2c1
4	Cc1ccc(S(=O)(=O)Nc2nc3ccccc3s2)cc1
5	Cc1nn2c3cc(N4CCOCC4)ccc3nc2c2ccccc12
6	Cc1cccc(NC(=O)c2sccc2-n2cccc2)c1C
assay / compound,1,2,3,4,5,6
Smad3 FoxH1 inh,3,4,-3,-10,/,1
H69AR inhibit,45,88,/,99,/,90
HUVEC tox IL1B,20,-2,1,-17,29,/
VCAM1 TNFa inh,2,-5,-4,-1,11,12
PTK2B oligo ant,0.81,-1.2,-0.16,-0.44,/,0.09
HUVEC prolif 384,83,90,/,98,/,101
HUVEC tox TNFa,3,-15,-1,13,-4,-23
Lung fibro prol,92,99,/,90,/,97
cytoskel mod,-10,-16,7,/,-4,-9

7	c1nnc2c3c4c(sc3ncn12)CCCC4
8	CC1CCCN(CC(=O)Nc2ccc(S(=O)(=O)N3CCCCCC3)cc2)C1 (stereo not drawn)
9	COc1ccc(-c2onc3ccc(Cl)cc23)cc1
10	COc1ccc(N2CCN(C(=O)CSc3nnc4nc(C)cc(C)n34)CC2)cc1
11	Cc1ccccc1N1C(=O)c2ccccc2NC1c1ccncc1 (stereo not drawn)
12	CCCC1C(C#N)=C(N)Oc2cc(C)n(C)c(=O)c21 (stereo not drawn)
assay / compound,7,8,9,10,11,12
Smad3 FoxH1 inh,-23,2,/,-6,10,-1[fluorescence artefact?]
H69AR inhibit,96,82,/,89,79,91
HUVEC tox IL1B,-14,-13,5,-7,-10,7
VCAM1 TNFa inh,15,-7,10,-4,-8,-22
PTK2B oligo ant,/,-0.3,1.3,0.59,-1,-1.2
HUVEC prolif 384,99,82,/,100,90,94
HUVEC tox TNFa,4,-7,-2,-4,-36,-16
Lung fibro prol,107,86,/,89,97,100
cytoskel mod,-9,48,-5,-3,17,-23

13	COC(=O)c1cccc(NC(=O)CSc2nc(C)cc(=O)[nH]2)c1
14	COc1cccc(/C=N/NC(=O)CSc2nnc(C)n2-c2ccccc2)c1OC
15	CCOC(=O)c1ccc(Oc2nc(NC)nc(OC)n2)cc1
16	CCn1c(CNC(=O)c2ccco2)nnc1SCC(=O)Nc1ccc(Br)cc1F
17	CCOC(=O)N1CCN(C(=O)c2ccc3c(=O)n(CC4CCCO4)c(=S)[nH]c3c2)CC1 (stereo not drawn)
18	CC(C)N(C1=N/C(=C\c2ccco2)C(=O)N1c1ccccc1)C(C)C
assay / compound,13,14,15,16,17,18
Smad3 FoxH1 inh,-9,/,5,-8,-6[fluorescence artefact?],/
H69AR inhibit,88,/,90,94,80,/
HUVEC tox IL1B,32,-13,-14,-6,1,-2
VCAM1 TNFa inh,-26,0,-3,9,-1,28
PTK2B oligo ant,1.2,2.1,2.1,0.5,0.76,1.4
HUVEC prolif 384,106,/,97,97,101,/
HUVEC tox TNFa,-5,-14,-29,-8,3,4
Lung fibro prol,104,/,98,100,113,/
cytoskel mod,8,-5,-2,0,7,0

19	Cc1ccc(-c2noc(CCC(=O)NCc3ccc4c(c3)OCO4)n2)cc1
20	Cc1cccn2c(=O)c3cc(C(=O)NCC4CCCO4)c(=N)n(CCN4CCOCC4)c3nc12 (stereo not drawn)
21	O=C(CN1CCCCC1)Nc1cccc2c1OCO2
22	CCn1cc(C(=O)Nc2cc3c(cc2NC(C)=O)OCCO3)c(=O)c2ccc(C)nc21
23	COc1ccc(C(=O)c2ccc(CC#N)s2)cc1
24	COc1ccc(CNC(=O)COC(=O)C2=COCCO2)cc1
assay / compound,19,20,21,22,23,24
Smad3 FoxH1 inh,2,4,2,2,/,8
H69AR inhibit,94,79,96,85,/,97
HUVEC tox IL1B,-17,0,5,-18,-12,-2
VCAM1 TNFa inh,15,-16,6,-7,3,8
PTK2B oligo ant,0.7,0.3,0.28,/,0.74,0
HUVEC prolif 384,93,87,91,98,/,100
HUVEC tox TNFa,4,-21,-15,/,-20,-16
Lung fibro prol,99,96,105,98,/,107
cytoskel mod,1,-10,-3,7,50,-5

25	COC(=O)c1c(C)oc2ccc(N(C(=O)c3ccncc3)S(=O)(=O)c3ccccc3)cc12
26	C=CCn1c(COc2ccc(CC)cc2)nnc1SCC(=O)NC1CCS(=O)(=O)C1 (stereo not drawn)
27	Cc1nc(Cc2nnc(SCc3nc(N)nc(Nc4ccccc4C)n3)o2)cs1
28	CC(=O)c1c(C(C)=O)c(C)n(NC(=O)c2ccccc2O)c1C
29	CCOC(=O)CN1CC23C=CC(O2)C(C(=O)NC2CCCCCC2)C3C1=O (stereo not drawn)
30	CCN(CC)CCC(=O)NC(C)(C)Cc1ccc(O)cc1
assay / compound,25,26,27,28,29,30
Smad3 FoxH1 inh,/,1,0,-1,4,/
H69AR inhibit,/,108,95,110,97,/
HUVEC tox IL1B,1,6,-2,-8,13,9
VCAM1 TNFa inh,12,12,1,-4,-6,-9
PTK2B oligo ant,-2,0.69,0.11,1.5,/,-0.41
HUVEC prolif 384,/,103,108,98,100,/
HUVEC tox TNFa,-11,-8,-14,-16,-4,0
Lung fibro prol,/,97,94,/,98,/
cytoskel mod,0,-12,3,76*,7,37

31	Cc1nnc2n(-c3ccccc3)c(=O)c3c4c(sc3n12)CC(C)CC4 (stereo not drawn)
32	C=CCNc1nc(NC(C)(C)CO)nc(OCC)n1
33	Cc1ccc(C(c2nnnn2CCC(C)C)N2CCN(C)CC2)cc1 (stereo not drawn)
34	Cc1nc2c(C(=O)NCCC3=CCCCC3)c[nH]n2c(=O)c1Cl
35	CC(C)C(C(=O)Nc1ccc2c(c1)OCCO2)N1C(=O)c2ccccc2C1=O (stereo not drawn)
36	O=C(Cn1ncc2c(=O)oc3ccccc3c21)N1CCCc2ccccc21
assay / compound,31,32,33,34,35,36
Smad3 FoxH1 inh,-2,-3,-17,/,-5,/
H69AR inhibit,76,96,104,/,99,/
HUVEC tox IL1B,-23,/,-11,3,-22,6
VCAM1 TNFa inh,9,/,-13,14,22,-8
PTK2B oligo ant,0.37,0.01,1.1,-0.33,-0.25,0.36
HUVEC prolif 384,98,102,71,/,86,/
HUVEC tox TNFa,1,/,-6,-10,-3,-4
Lung fibro prol,98,96,91,/,98,/
cytoskel mod,-1,/,18,7,11,51

Part of the list above in a different format.
10	COc1ccc(N2CCN(C(=O)CSc3nnc4nc(C)cc(C)n34)CC2)cc1
  Smad3 FoxH1 inh = -6	H69AR inhibit = 89	HUVEC tox IL1B = -7	VCAM1 TNFa inh = -4	PTK2B oligo ant = 0.59	HUVEC prolif 384 = 100	HUVEC tox TNFa = -4	Lung fibro prol = 89	cytoskel mod = -3
29	CCOC(=O)CN1CC23C=CC(O2)C(C(=O)NC2CCCCCC2)C3C1=O (stereo not drawn)
  Smad3 FoxH1 inh = 4	H69AR inhibit = 97	HUVEC tox IL1B = 13	VCAM1 TNFa inh = -6	PTK2B oligo ant = /	HUVEC prolif 384 = 100	HUVEC tox TNFa = -4	Lung fibro prol = 98	cytoskel mod = 7
36	O=C(Cn1ncc2c(=O)oc3ccccc3c21)N1CCCc2ccccc21
  Smad3 FoxH1 inh = /	H69AR inhibit = /	HUVEC tox IL1B = 6	VCAM1 TNFa inh = -8	PTK2B oligo ant = 0.36	HUVEC prolif 384 = /	HUVEC tox TNFa = -4	Lung fibro prol = /	cytoskel mod = 51

Going on with the list.
37	CCOc1cc2[nH]c(=O)n(CCCN3CCCC3=O)c(=O)c2cc1OCC
38	COc1cc(-c2cc(N)n(S(=O)(=O)c3ccccc3)n2)cc(OC)c1OC
39	COc1cc(C(=O)N/N=C/c2ccsc2C)cc(OC)c1OC
40	COc1cc2ccccc2c2c1CCCC2=O
41	CCCCNC(=O)Cn1cnc2c(cnn2-c2ccc(C)c(C)c2)c1=O
42	c1ccc(C2Nc3ccccc3Oc3ccccc32)cc1 (stereo not drawn)
assay / compound,37,38,39,40,41,42
Smad3 FoxH1 inh,4,7,/,/,-2,2
H69AR inhibit,95,89,/,/,89,93
HUVEC tox IL1B,-16,-13,22,-6,-15,-27
VCAM1 TNFa inh,15,5,57*,0,-9,2
PTK2B oligo ant,1.4,/,0.31,0.17,-0.37,-0.98
HUVEC prolif 384,91,95,/,/,99,97
HUVEC tox TNFa,-11,-17,55,-8,-26,-2
Lung fibro prol,93,98,/,/,101,86
cytoskel mod,8,4,-58,11,-12,-6

43	O=C(O)CCNc1cc2ccccc2cc1C(=O)O
44	Cc1c(/C(O)=C2/C(=O)C(=O)N(Cc3cccnc3)C2c2cccs2)cnn1-c1ccccc1 (stereo not drawn)
45	Cc1ccc(S(=O)(=O)CCC(=O)Nc2ccc3c(c2)OCO3)cc1
46	COC(=O)c1ccccc1NC(=O)CSc1nnc(COc2cccc(OC)c2)n1C
47	O=C(Nc1cc(C(F)(F)F)ccc1N1CCOCC1)c1cncc(Br)c1
48	CCOC(=O)Cn1c2ccccc2c2nc3ccccc3nc21
assay / compound,43,44,45,46,47,48
Smad3 FoxH1 inh,4,10[fluorescence artefact?],0,-10,-2,18[fluorescence artefact?]
H69AR inhibit,100,92,74,85,82,6.1*
HUVEC tox IL1B,/,0,-28,1,/,-22
VCAM1 TNFa inh,/,-8,-10,16,/,-3
PTK2B oligo ant,0,0.12,0.71,2.5,-0.53,-0.42
HUVEC prolif 384,92,88,91,93,82,107
HUVEC tox TNFa,/,-28,4,-4,/,-22
Lung fibro prol,97,75,103,103,93,96
cytoskel mod,/,-7,0,1,/,10

49	CCOC(=O)/C=C1\Nc2ccccc2SC1=O
50	Cc1cc(NC(=O)CSc2nc(-c3ccco3)cc(C(F)(F)F)n2)n(-c2ccccc2)n1
51	CCOc1cc(C2NC(=O)NC(C)=C2C(=O)OC(C)CC)cc(Br)c1O (stereo not drawn)
52	CC(=O)N1CCc2cc(C(=O)CN3CCN(c4ccccc4F)CC3)ccc21
53	COn1c(SCc2ccccc2)nc2ccccc2c1=O
54	CC1(C)OC(=O)C(=CNc2ncccn2)C(=O)O1
55	O=C1CN2C(=N1)N(Cc1ccccc1)c1ccccc12
assay / compound,49,50,51,52,53,54,55
Smad3 FoxH1 inh,-5,/,8,-10,-1,-5,0
H69AR inhibit,88,/,82,52,98,87,91
HUVEC tox IL1B,-21,-10,-8,-43,-4,5,-6
VCAM1 TNFa inh,6,-10,17,3,3,-3,1
PTK2B oligo ant,-0.4,0.18,-0.78,/,-1.5,1.4,0.71
HUVEC prolif 384,89,/,94,97,100,99,94
HUVEC tox TNFa,-3,-43,-30,-17,3,-19,-9
Lung fibro prol,98,/,106,93,102,103,/
cytoskel mod,5,5,0,6,-15,2,-9
